From PubChem BioAssay
ABHD4 inh – ABHD4 (mouse) inhibition, primary FP screen. 0.54% of 370,000 active. inhibition, % at 8.92 µM. Q8VD66. purified mABHD4, FP-Rh probe fluorescence polarization;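 active means inhibition exceeding the mean over every tested compound plus 3 SD, cut at about 30% in these data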;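 further: 0% = plate median of compound wells and 100% = S159A mutant with DMSO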
Target sequence (Q8VD66 whole entry, looked up): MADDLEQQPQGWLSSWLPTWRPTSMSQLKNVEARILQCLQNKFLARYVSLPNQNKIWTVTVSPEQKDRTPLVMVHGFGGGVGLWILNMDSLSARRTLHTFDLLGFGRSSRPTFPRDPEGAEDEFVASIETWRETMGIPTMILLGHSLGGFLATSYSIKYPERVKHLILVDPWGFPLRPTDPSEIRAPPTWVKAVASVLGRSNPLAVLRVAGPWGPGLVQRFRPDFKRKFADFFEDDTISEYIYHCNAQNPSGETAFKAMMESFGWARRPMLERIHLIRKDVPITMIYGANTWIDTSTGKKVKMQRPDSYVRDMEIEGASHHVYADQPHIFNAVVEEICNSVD
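Test system: mABHD4 protein; Read-out basis: % inhibition; Incubation: 45 min + 60 min at 25 °C; Repeats: single replicate; Technique: fluorescence polarization with parallel and perpendicular emission, 525/598 nm; Compound: 8.92 µM, single dose; Benchmarks: full inhibition S159A mutant plus DMSO, zero as sample-well median.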
SIAE inh – inhibitors of human sialic acid acetylesterase SIAE | Q9HAT2 | SIAE FP-Rh probe binding, fluorescence polarization | inhibition, % at 9.66 µM | 0.69% of 370,000 active;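 active means inhibition above a cutoff: mean of compounds within the control limits plus 3 SD of those, cut at about 17% in these data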;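 further: 0% = plate median of compound wells and 100% = probe without SIAE protein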
Target sequence (Q9HAT2 whole entry, looked up): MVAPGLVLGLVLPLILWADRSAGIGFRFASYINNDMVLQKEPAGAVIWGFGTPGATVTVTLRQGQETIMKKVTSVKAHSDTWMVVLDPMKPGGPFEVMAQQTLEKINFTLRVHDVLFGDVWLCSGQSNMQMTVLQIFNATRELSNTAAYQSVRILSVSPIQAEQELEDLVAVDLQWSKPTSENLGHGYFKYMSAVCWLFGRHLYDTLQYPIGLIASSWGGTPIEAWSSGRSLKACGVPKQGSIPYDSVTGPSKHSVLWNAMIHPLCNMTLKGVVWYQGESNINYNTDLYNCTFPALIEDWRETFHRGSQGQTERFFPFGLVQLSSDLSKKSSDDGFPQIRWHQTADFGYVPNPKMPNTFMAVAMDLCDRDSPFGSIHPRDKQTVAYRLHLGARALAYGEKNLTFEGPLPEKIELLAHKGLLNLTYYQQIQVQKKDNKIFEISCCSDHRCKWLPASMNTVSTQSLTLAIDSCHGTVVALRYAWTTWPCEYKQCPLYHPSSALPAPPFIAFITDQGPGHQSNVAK
UHRF1 binding – UHRF1 methyl-DNA binding inhibition. inhibition, % at 4.4 µM. 0.75% of 370,000 active. UHRF1 binding to methylated oligo, TR-FRET; in the data active means inhibition above about 21%;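 further: UHRF1 SRA domain binding a hemimethylated CpG hairpin DNA probe; 0% = median of test compound wells and 100% = reference inhibitor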
HTRA1 inhibitor – inhibitors of human serine peptidase HTRA1 | 0.5% of 340,000 active | recombinant HTRA1, FP-rhodamine activity-based probe, fluorescence polarization | AID 504803 | inhibition, % at 5.96 µM; in the data active means inhibition above about 36%;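 further: 0% = enzyme with DMSO and 100% = wells lacking enzyme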
TCR-CD3 inh – inhibitors of human TCR-CD3 interaction | AID 651800 | 0.37% of 360,000 active | inhibition, % at 9.4 µM | TAMRA-labeled TCR probe fluorescence, biochemical; in the data active means inhibition above about 19%;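 further: recombinant mutant TCR 2C K166C tagged with TAMRA read by polarization; 0% = receptor in buffer alone and 100% = receptor with positive control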
LEDGF integ inh – blocks HIV-1 LEDGF/p75-dependent DNA integration; AID 743269; TR-FRET IN-LEDGF/p75 DNA integration, Eu/Cy5; 0.64% of 370,000 active; inhibition, % at 3.7 µM;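 active means inhibition above the screen-wide mean plus 3 SD, cut at about 13% in these data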;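 further: signal is the Cy5 over europium emission ratio at 671 and 618 nm; 0% = plate median of compound wells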
PG9 Ab binder – binds the HIV-1 gp120 antibody PG9; 0.43% of 360,000 active; TR-FRET gp120-PG9 antibody binding; inhibition, % at 6.7 µM; in the data active means inhibition above about 8.5%
PRMT1 FP inh – inhibitors of human PRMT1. Q99873. recombinant PRMT1, activity-based probe fluorescence polarization. 1.3% of 370,000 active. AID 652257. inhibition, % at 2.79 µM;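 active means inhibition above about 21% made by adding two undisclosed values, limit read from the data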
Tn7 DDE FP – inhibitors of Tn7 peptide binding to human fibrin DD(E); AID 720508; P02675; inhibition, % at 8.3 µM; FP displacement of FITC-Tn7 peptide from fibrin DD(E); 0% = median of compound wells per plate; 0.13% of 370,000 active;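 active means inhibition above the mean of compounds falling within the control limits plus 3 SD of them, cut at about 14% in these data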;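 further: 0% = plate median of compound wells and 100% = 10 µM Aha-Tn7 peptide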
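Assay system: Fibrin-DD(E) protein isolated from polymerized human fibrin clots; read-out basis: percent inhibition; medium: Tris/NaCl/CaCl2 buffer, pH 7.8; signal: FP measurement; incubation: 10 min plus 3 h, room temperature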
TDP2 absorb – TDP2 (human) inhibition, absorbance primary screen; recombinant TDP2, T5PNP hydrolysis, p-nitrophenol absorbance 415 nm; O95551; 0.34% of 370,000 active; AID 720702; inhibition, % at 12.8 µM;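 active means inhibition above the mean of all tested compounds plus 3 SD, set per campaign, cut at about 25% in these data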;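 further: 0% = DMSO with enzyme and 100% = buffer with substrate but no TDP2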
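Read-out basis: percent inhibition. System: recombinant human TDP2. Buffer or medium: Mg2+-containing Tris-HCl buffer, pH 7.5. Repeats: single replicate. Timing: reaction 2 h, 37 °C. Benchmarks: high control without enzyme, low control DMSO plus TDP2. Probe or stimulus: 5 mM T5PNP. Doses: 12.8 µM only. Measured by: epi absorbance of p-nitrophenol freed from T5PNP by hydrolysis.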
The depositor's hits bear a star; x = not tested or not shown; & = joins results of further samples.

ABHD4 inh	SIAE inh	UHRF1 binding	HTRA1 inhibitor	TCR-CD3 inh	LEDGF integ inh	PG9 Ab binder	PRMT1 FP inh	Tn7 DDE FP	TDP2 absorb	mol
-3.2	0.3	-3.7	-13.2	3.2	2.5	-2.8	-3.2	6.2	13.4	Cc1n[nH]c(=S)n1/N=C/c1ccc(OCc2ccc(Cl)cc2)cc1
-1.7	-0.2	-1.0	3.6	-1.8	2.8	-2.5	-3.6	3.8	0.8	CC1CCCN(C(=O)CN2CCC(c3nc4ccc(Cl)cc4[nH]3)CC2)C1 (configuration not stated)
-0.1	6.2	-0.1	3.0	6.0	1.8	-0.9	-3.3	3.0	4.9	O=[N+]([O-])c1cccc(N(CC(O)CN2CCCCC2)S(=O)(=O)c2ccccc2)c1 (configuration not stated)
1.3&2.7	-2.2&2.2	4.1&-1.4	-0.7&-2.5	-0.9&-6.3	4.3&-4.3	1.6&-0.6	5.7&-0.2	4.3&-1.0	-4.0&-3.1	CCOC(=O)c1ccc(N=c2sc(C(=O)OC)cc(=O)n2CCCN2CCOCC2)cc1
7.0	-5.7	-2.9	-6.6	2.3	2.8	0.8	3.6	2.1	7.5	O=C(CC1(O)C(=O)N(CCc2ccccc2)c2ccccc21)c1ccccn1 (configuration not stated)
2.9	-0.7	-0.4	4.0	1.1	2.8	0.6	-3.8	-0.9	0.8	CCCCOc1ccc(C(=O)OCC(=O)Nc2cc(C)on2)cc1
-1.0	-5.7	0.7	1.4	-2.5	-0.4	-0.8	2.3	3.3	2.6	COCCn1c(-c2ccc(C)cc2)nc2oc3cc(OC)ccc3c(=O)c2c1=O
-7.4	-4.3	0.2	-14.6	0.2	-1.8	-0.8	2.9	1.4	4.8	CC1C(=O)N(Cc2cn(Cc3ccco3)nn2)CCS(=O)(=O)N1Cc1ccc(-c2ccccc2)cc1 (configuration not stated)
-4.2	3.2	-2.6	3.1	6.0	-0.1	-0.2	-0.7	-0.8	-0.9	COc1ccc(NC(C)=O)cc1NS(=O)(=O)c1ccc2c(c1)OCCO2
9.6	6.3	-3.8	3.2	7.8	-0.1	-2.6	-0.9	-3.4	-0.5	Clc1ccc(-c2csc(N/N=C\c3cccnc3)n2)cc1
0.2	-4.3	1.8	-4.7	1.8	1.4	0.3	1.6	2.0	0.9	OC(CNCC1CCCO1)Cn1c2ccccc2c2ccccc21 (configuration not stated)
-3.3	1.4	-2.8	-8.6	1.0	-3.5	-0.4	1.1	0.8	9.1	O=C(NCCCN1CCCC1=O)c1cccc(Oc2ccccc2)c1
-1.7	-3.7	-2.1	5.5	-2.4	-2.5	-0.5	2.6	-4.2	11.2	COc1nc(Nc2ccccc2F)nc(OC)n1
2.7	3.0	-2.4	-2.7	3.8	-2.6	-0.8	-0.9	-6.5	-4.5	Cc1ccccc1NC(=O)NCC1CCCO1 (configuration not stated)
-9.3	-2.1	-0.3	-8.0	7.2	-5.3	-2.6	-2.9	-2.0	-0.7	COC(=O)c1cccnc1-n1c(=O)c2cccnc2n(CC(=O)Nc2ccc(Br)cc2)c1=O
3.1	-2.5	3.8	-3.6	-4.1	-2.8	0.4	4.1	1.1	-1.1	COC(=O)[C@@H](Cc1ccccc1)NC(=O)[C@H]1CCC(=O)N1C(=O)OCc1ccccc1
-5.1	3.1	0.1	1.8	1.7	-0.6	-3.2	-2.5	8.9	-11.0	CC(Oc1ccccc1[N+](=O)[O-])C(=O)N/N=C/c1ccoc1 (configuration not stated)
-9.0	-2.5	3.1	1.1	-7.9	11.5	-2.1	-5.6	-0.7	-12.0	O=C(CN1CCCCC1)Nc1ccccc1C(=O)NC1CC1
-1.2	-0.3	-0.4	1.8	4.2	-1.9	-1.6	1.9	3.8	7.5	COc1cc(-n2c(=O)c3ccccc3n(Cc3cc(=O)n4ccccc4n3)c2=O)cc(OC)c1OC
-7.8	12.5	-0.4	-23.6	-1.0	-3.3	0.1	-0.4	0.0	-0.1	O=C(CSc1ccc(-c2ccc(F)cc2)nn1)N1CCCc2ccccc21
2.7	10.5	0.3	7.0	3.9	-2.7	-1.1	1.3	9.7	-2.7	C/C(=N/NC(=O)COc1cc(C)ccc1C(C)C)C(=O)O
0.5	-2.9	0.7	2.5	4.9	3.0	-0.6	-2.1	-7.8	-3.6	Cc1c(C(=O)NC(=S)NCc2cccnc2)oc2ccccc12
3.0	-1.4	-1.2	1.0	0.5	1.4	-0.5	0.8	5.7	6.6	Cc1ccc(C(=O)N2CCC(C(=O)NC3CCCCCC3)CC2)cc1
5.9	-2.0	5.6	x	-6.8	1.2	-3.0	-2.0	-5.9	-34.9	O=C(NC(c1ccccc1)c1cc(Cl)c2cccnc2c1O)c1cccnc1 (configuration not stated)
-3.5	-4.0	0.1	1.2	1.0	-4.4	0.0	1.5	2.5	0.0	COc1cc(C(=O)NC(=S)NCc2ccco2)cc(OC)c1OC
-4.7	8.7	2.7	3.6	-3.6	1.2	-3.3	3.0	-6.6	4.5	CCOc1ccccc1C1C2C(=O)N(c3ccccc3)C(=O)C2ON1c1ccccc1 (configuration not stated)
1.8	-1.8	4.9	-4.0	5.8	1.6	-0.6	1.5	0.6	2.4	C/C(=N\NS(=O)(=O)c1ccc(Cl)cc1)c1ccc(NC(=O)c2ccco2)cc1
-2.3	-3.3	-3.5	-23.0	10.3	1.4	0.3	-0.2	-1.8	7.6	CCOC(=O)Cc1csc(NC(=O)c2c(-c3c(Cl)cccc3Cl)noc2C)n1
-0.6	0.9	-2.2	3.7	5.3	1.0	-0.4	-2.5	3.8	9.2	CCCc1cc(=O)[nH]c(SCC(=O)N2CCN(S(=O)(=O)c3ccc(C)cc3C)CC2)n1
-11.9	-2.1	-0.3	x	4.9	4.8	-1.0	-4.5	-1.5	4.3	COCCCNC(=O)C[C@@H]1C[C@@]2(C(=O)OC)CC(C)(C)CC=C2N(Cc2cccc3ccccc23)C1=O
0.1	-0.1	0.0	-5.5	4.1	1.9	0.3	2.6	-4.4	-9.8	Cc1ccc(F)c(NC(=O)c2c(-c3ccccc3)noc2C)c1
-3.1	-2.0	2.3	4.9	-10.0	-0.1	2.9	2.9	5.1	-4.2	O=C(NCCCCO)C(F)(F)C(F)(F)C(F)(F)C(=O)NCCCCO
-9.7	-8.7	-0.7	1.4	-2.0	8.0	-1.9	0.7	-2.8	-9.9	NS(=O)(=O)c1cccc(NC(=O)COC(=O)/C=C/c2nc3ccccc3s2)c1
0.2	-17.6	-1.2	-9.1	-0.8	-0.6	-1.8	10.0	-4.8	1.2	O=c1c2ccccc2nc(SCc2nc3ccccc3s2)n1Cc1ccco1
-5.6	0.3	2.3	-11.3	-3.9	3.4	0.8	5.3	4.4	-0.6	COc1ccc(S(=O)(=O)Nc2ccc3c(c2)CC(=O)N([C@H](C)CO)C[C@H](C)[C@H](CN(C)C(=O)Nc2ccc4c(c2)OCO4)O3)cc1
-3.9	-2.3	-0.9	-7.3	2.8	-0.9	0.7	0.5	-1.4	10.4	Cc1ccc2nc(Cl)c(C3CC(c4ccco4)=NN3S(C)(=O)=O)cc2c1 (configuration not stated)
-10.4	-5.2	2.9	0.0	3.5	-6.1	2.8	6.2	0.5	-11.4	CCCCn1c(N)c(N(CC)C(=O)c2cccc(F)c2)c(=O)[nH]c1=O
2.0	-0.4	4.7	-4.7	-6.1	1.9	-0.8	-1.2	4.2	0.6	CSc1ncccc1C(=O)NCc1nnc2ccccn12
2.3	8.1	-1.5	-4.9	4.2	-1.1	2.0	-2.9	9.1	8.8	Cc1noc(C)c1COc1ccc(CC(=O)NCc2ccccc2)cc1
2.1	-1.8	0.4	-2.6	3.6	0.9	-2.2	-2.4	-3.3	-9.3	Cc1cc(N(CN2CCCC2=O)C(=O)c2ccccc2)no1
-4.4	2.3	-2.4	-4.8	1.1	2.0	-0.1	-2.1	-2.4	2.5	C=CCN=C(NC#N)SCc1ccccc1Cl
-5.0	-3.2	0.7	-7.7	-13.2	2.7	-0.6	4.1	-2.2	-2.9	O=C1COc2ccc(C(=O)COC(=O)/C=C/c3cccc(F)c3)cc2N1
-10.1	5.8	0.5	-22.9	-0.3	0.0	0.5	-0.3	-10.4	2.3	Cn1nc(OC(=O)Nc2cccc(Cl)c2)cc1C(F)(F)F
-0.7	-3.8	-4.0	1.6	5.5	-0.2	0.9	0.2	-0.5	10.6	Cc1cc(C)n(C2=NS(=O)(=O)c3ccccc32)n1
-8.4	-2.3	-3.1	-22.2	6.8	-3.5	-1.7	-3.4	-2.5	20.6	Cc1cccc(NC(=O)NCCCCc2ccccc2)c1
3.8	9.0	-1.5	7.8	6.8	-2.6	-1.3	-2.5	-3.6	8.8	Cc1cc(C)c(S(=O)(=O)NCCC2CCCN2C)c(C)c1 (configuration not stated)
-2.0	2.2	-0.9	3.0	5.2	-1.4	0.0	-0.6	-0.9	-6.0	Cc1cccc(N=C2NC(=O)CS2)c1
-1.1	-1.1	2.5	-0.3	7.5	3.1	-0.9	-2.8	-2.1	-6.0	CC(O)CNC(=O)c1ccc(-c2nn(C)c(=O)c3ccccc23)cc1 (configuration not stated)
-2.5	-1.9	-2.7	-2.1	2.0	4.5	-2.0	-4.3	-3.5	-11.1	COC(=O)C1=C(C)NC(C)=C(C(=O)OC)C1C(=O)OCC(=O)c1ccc(Br)cc1
-10.9	-0.2	-0.2	-0.4	2.7	9.3	-2.0	1.3	7.5	11.4	O=C(Cc1ccc2c(c1)OCCO2)c1c(O)cc(O)cc1O
-1.6	-1.1	0.5	2.8	6.3	-1.7	-1.4	-1.1	5.4	5.3	O=C(CCC1CCCN(C(=O)c2ccsc2)C1)NCc1ccc(F)c(F)c1 (configuration not stated)
2.4	-2.3	-1.9	-5.4	0.0	1.2	-1.4	0.6	-2.1	12.2	COc1ccc(/C(N)=N/OC(=O)C2CCC(=O)N2S(=O)(=O)c2ccc(C)cc2)cc1OC (configuration not stated)
-0.2	-2.7	5.7	-1.4	-0.6	1.6	-1.4	-0.6	0.0	-6.0	CCOC(=O)c1[nH]c(COC(=O)CCOc2ccccc2OC)c(C(=O)OCC)c1C

3 entries picked at random from those above, as already listed:
ABHD4 inh	SIAE inh	UHRF1 binding	HTRA1 inhibitor	TCR-CD3 inh	LEDGF integ inh	PG9 Ab binder	PRMT1 FP inh	Tn7 DDE FP	TDP2 absorb	mol
-0.2	-2.7	5.7	-1.4	-0.6	1.6	-1.4	-0.6	0.0	-6.0	CCOC(=O)c1[nH]c(COC(=O)CCOc2ccccc2OC)c(C(=O)OCC)c1C
2.4	-2.3	-1.9	-5.4	0.0	1.2	-1.4	0.6	-2.1	12.2	COc1ccc(/C(N)=N/OC(=O)C2CCC(=O)N2S(=O)(=O)c2ccc(C)cc2)cc1OC (configuration not stated)
-2.5	-1.9	-2.7	-2.1	2.0	4.5	-2.0	-4.3	-3.5	-11.1	COC(=O)C1=C(C)NC(C)=C(C(=O)OC)C1C(=O)OCC(=O)c1ccc(Br)cc1
